Screening results as filed in PubChem BioAssay.
Pf growth 48h = P. falciparum growth inhibition at 48 hours (one generation) | P. falciparum luciferase growth in erythrocytes, 48 h | Potency, µM (doses to about 28.7 µM), without a hit: at the highest dose activity change, negative = inhibition, most hits filed as inhibitors | 5.9% of 310,000 active; also: potency is read from the fitted curve at half-maximal effect; % is scaled to controls: 0 for no effect and ±100 for the full control effect
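Compounds are pin-transferred into medium, infected erythrocytes (2% hematocrit, 0.1% parasitemia final) are added, and plates sit one parasite generation at 37 C in 5% CO2. Detection reagent is then added and luminescence measured.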
TbPYK inhibitor = blocks Trypanosoma brucei pyruvate kinase | TbPYK enzyme, Kinase-Glo Plus ATP luminescence, 45 min | Potency, µM (doses to about 76.8 µM), without a hit: at the highest dose activity, negative = inhibition, most hits filed as inhibitors | 0.12% of 410,000 active; also: potency is read from the fitted curve at half-maximal effect; % is scaled to controls: 0 for no effect and ±100 for the full control effect; nearly all actives have a fitted effect of over 50% in size
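Assay buffer: 50 mM TEA pH 7.2, 100 mM KCl, 10 mM MgCl2, 0.05% BSA, 0.01% Tween-20. Pyruvate kinase from T. brucei plus substrate met compound, then ADP (130 uM final). Luminescence was read post 45 min RT.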
Shiga toxin inh = blocks Shiga toxin action in Vero cells; Vero cells, Shiga toxin protein synthesis inhibition reporter; inhibition, % at 38.7 µM; 9.2% of 290,000 active; AID 2315; in the data active = inhibition mostly above about 28%, no sharp cut-off; inactive = mostly below about 43%; also: 0% is about no effect
Pf growth 96h = P. falciparum growth inhibition at 96 hour, primary screen for plastid delayed-death inhibitors; 6.9% of 320,000 active; AID 504834; P. falciparum luciferase reporter growth, 96 h; Potency, µM (highest dose often 28.7 µM), without a hit: top-dose activity change, negative = inhibition, hits mostly inhibitors; also: potency is read from the fitted curve at half-maximal effect; % is scaled to controls: 0 for no effect and ±100 for the full control effect
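Readout is luminescence from an integrated firefly luciferase in P. falciparum. Red cells, 2% hematocrit and 0.05% parasitemia final, were cultured with compound through two parasite generations (96 hours) at 37 C, 5% CO2.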
AmpC inh no detg = blocks E. coli AmpC beta-lactamase in detergent-free assay; P00811; AmpC nitrocefin hydrolysis, absorbance 480 nm, 0.0001% Triton; Potency, µM (top dose mostly 57.1 µM), for inactives: top-dose activity change, negative = inhibition, hits mostly inhibitors; AID 485341; 0.52% of 330,000 active;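 also: potency is read from the fitted curve at half-maximal effect; plate controls were no compound for no effect and no enzyme for full effect; nearly all actives have a fitted effect of over 20% in size; some results filed as inactive show a strong effect at the top dose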
Target sequence (P00811 whole entry, looked up): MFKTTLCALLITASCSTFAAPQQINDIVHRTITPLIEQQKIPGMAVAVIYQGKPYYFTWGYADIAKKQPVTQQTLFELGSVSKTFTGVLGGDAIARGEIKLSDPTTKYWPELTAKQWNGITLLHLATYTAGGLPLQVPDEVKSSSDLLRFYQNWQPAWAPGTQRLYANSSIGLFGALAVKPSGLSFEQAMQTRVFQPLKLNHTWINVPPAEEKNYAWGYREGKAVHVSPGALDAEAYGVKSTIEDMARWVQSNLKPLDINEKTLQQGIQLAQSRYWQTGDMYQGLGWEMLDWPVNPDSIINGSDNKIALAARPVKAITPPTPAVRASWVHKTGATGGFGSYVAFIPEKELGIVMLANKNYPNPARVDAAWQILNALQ
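20 mM phosphate pH 7.0 + 0.01% (detergent screen) or 0.0001% Triton X-100; 5.3 nM AmpC reagent; cpd preinc 15 min RT; nitrocefin (800 uM stock) to start; A480 q20 s × 4 min; Activity was normalised to no-enzyme and no-compound control wells.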
Cycloheximide cs = counter-screen for Shiga toxin inhibitors: cycloheximide protein synthesis inhibition. max response, %. AID 2314. cell reporter, cycloheximide protein synthesis inhibition counterscreen. 12% of 300,000 active; in the data active = max response mostly above about 13%, no sharp cut-off; inactive = mostly below about 14%; also: read at 38.3 µM for the half of the compounds with a filed dose; 0% is about no effect
LmPK inhibitor = blocks Leishmania mexicana pyruvate kinase activity. AID 1721. Potency, µM (doses to about 57.5 µM), inactives show at the highest dose activity change, negative = inhibition, hits mostly inhibitors. purified LmPK, Kinase-Glo ATP luminescence, 1 h. 0.37% of 290,000 active; also: potency is read from the fitted curve at half-maximal effect; % is scaled to controls: 0 for no effect and ±100 for the full control effect
Target sequence (Q27686 whole entry, looked up): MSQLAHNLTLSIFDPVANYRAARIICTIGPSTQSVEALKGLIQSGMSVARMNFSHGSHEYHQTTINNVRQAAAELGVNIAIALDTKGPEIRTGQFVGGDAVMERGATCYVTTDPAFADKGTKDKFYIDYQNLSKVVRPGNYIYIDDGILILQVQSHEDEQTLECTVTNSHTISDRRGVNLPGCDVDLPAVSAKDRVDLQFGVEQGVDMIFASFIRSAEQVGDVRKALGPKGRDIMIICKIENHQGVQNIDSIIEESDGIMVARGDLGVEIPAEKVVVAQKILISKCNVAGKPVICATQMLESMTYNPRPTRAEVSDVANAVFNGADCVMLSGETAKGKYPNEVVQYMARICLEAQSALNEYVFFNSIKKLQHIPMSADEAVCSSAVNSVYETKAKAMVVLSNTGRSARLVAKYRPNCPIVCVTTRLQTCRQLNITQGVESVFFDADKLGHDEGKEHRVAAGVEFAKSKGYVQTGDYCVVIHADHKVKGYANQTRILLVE
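In 50 mM imidazole pH 7.2 with 7 mM MgCl2, LmPK (0.1 nM) turned over PEP (0.5 mM) and ADP (0.1 mM) for 1 h at room temperature. Luciferase read-out of ATP.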
An asterisk follows results filed as active; ? = inconclusive; / = no result given; & = joins results of further samples; [ ] = another dose, or the depositor's remark. Unless noted, calls follow the shape of the dose curve; as a rule, active = well fitted curve in the direction sought with a large enough effect; inconclusive = small, poorly fitted or top-dose-only effect, or another doubt; inactive = no such curve, though single readings can be large; an effect the other way counts as inactive or inconclusive.

A first look, three compounds:
Compound	Pf growth 48h	TbPYK inhibitor	Shiga toxin inh	Pf growth 96h	AmpC inh no detg	Cycloheximide cs	LmPK inhibitor
CCOC(=O)NC1Cc2ccccc2C1Sc1ccccn1 (stereo not drawn)	/	-7%	-5	-19%	-4%	2	1%
CCOC(=O)C1(Cc2ccc(OC)cc2)CCN(C(=O)c2cc(C)nn2C)CC1	-11%	-3%	19	-2%	201%[activator]	14*	-9%
O=C(CNc1cccc(C(F)(F)F)c1)N/N=C/c1ccccc1C(=O)O	?	-3%	-3	-1%	-22%	1	2%

The listing (from the top)
Compound	Pf growth 48h	TbPYK inhibitor	Shiga toxin inh	Pf growth 96h	AmpC inh no detg	Cycloheximide cs	LmPK inhibitor
CCOC(=O)NC1Cc2ccccc2C1Sc1ccccn1 (stereo not drawn)	/	-7%	-5	-19%	-4%	2	1%
CCOC(=O)C1(Cc2ccc(OC)cc2)CCN(C(=O)c2cc(C)nn2C)CC1	-11%	-3%	19	-2%	201%[activator]	14*	-9%
O=C(CNc1cccc(C(F)(F)F)c1)N/N=C/c1ccccc1C(=O)O	?	-3%	-3	-1%	-22%	1	2%
CC(NC(=S)NC1CCCCC1)C(c1ccccc1)N1CCOCC1 (stereo not drawn)	-39%	-8%	-2	?	-14%[11.4 µM]	1	1%
COc1ccc(/C=C/C(=O)N2CCN(C)CC2)cc1OC	30%	-5%	11	-3%	-1%	1	-5%
COC(=O)c1ccc(C2/C(=C(/O)c3ccc(OC)cc3)C(=O)C(=O)N2Cc2ccco2)cc1 (stereo not drawn)	38%[activator]	5%	23	20%	-19%	10	0%
CC(=O)Nc1cccc(NC(=O)C(=O)Nc2ccc3c(c2)N(C(=O)C2CC2)CCC3)c1	60%[activator]	-5%	/	70%[activator]	13%	/	/
O=C(O)Cn1c2ccccc2c2ccccc21	1%	-5%	-12	35%[activator]	-13%	-2	7%
Cc1ccc(C2(CC(=O)Nc3nccs3)CCOC(C(C)C)C2)cc1 (stereo not drawn)	?	3%	1	-89%	-7%	2	3%
Nc1nc(SCc2ccc([N+](=O)[O-])cc2)nc2nc3c(cc12)CCCC3	?	-11%	-12	1.5µM*	-25%	-2	2%
COc1ccc(F)cc1C(=O)C1CCCN(C(=O)c2ocnc2C)C1 (stereo not drawn)	30%	2%	1	61%[activator]	-2%	2	9%
CCOc1ccc(C2NC(=O)C(C#N)=C(S)N2c2ccc(OC)cc2)cc1OC (stereo not drawn)	-22%	1%	5	0%	-35%	8	-2%
CCN1CCN(c2sc(S(C)(=O)=O)nc2S(=O)(=O)c2ccc(Cl)cc2)CC1	?	3%	-2	?	68%[activator]	14	2%
COC(=O)C1C(=O)c2c([nH]c(C(=O)OC3CCCCC3)c2C)CC1C (stereo not drawn)	79%[activator]	-21%	42*	-14%	-27%	31*	1%
COc1cc2c(cc1NC(=O)c1cc(-c3ccncc3)nc3ccc(C)cc13)oc1ccccc12	-4%	2%	-7	16%	-15%	-3	0%
O=C(Nc1ccn(Cc2c(F)c(F)c(F)c(F)c2F)n1)c1cccc(Cn2cc([N+](=O)[O-])cn2)c1	/	2%	-15	?	-14%	-5	3%
CCC(=O)c1ccc(OCC(=O)N2CCN(S(=O)(=O)c3ccc(Cl)s3)CC2)cc1	?	0%	/	10µM*	1%	/	/
CC1CN(C(=O)CCC(=O)NCCc2ccccc2)c2ccccc2O1 (stereo not drawn)	1%	4%	35*	?	12%	25*	-3%
O=[N+]([O-])c1ccc(Cl)c(NC2=NCCCCC2)c1	?	-5%	6	9.3µM*	-25%	-4	-6%
CCCCOC(=O)Nc1ccccc1C(=O)N1CCCC1	8%	-3%	-4	/	-9%	-5	0%
C/C(=N/N1CCN(Cc2ccccc2)CC1)c1ccc(Br)cc1	-6%	-10%	20	37%[activator]	0%	-3	5%
CCc1ccc2oc(C(=O)N3CCN(c4ccc(OC)cc4)CC3)cc(=O)c2c1	30%	0%	24	-14%	36%	2	-1%
COc1cc(NCCCC(C)N)c2ncccc2c1 (stereo not drawn)	0.26µM*	-14%&-17%	-42	0.85µM*	82%[activator]	-14	-12%
COc1ccc(-c2nnc(NC(=O)CS(=O)(=O)c3ccc(F)cc3)o2)cc1	3%	-8%	/	-8%	-35%	/	/
COc1ccc(C)cc1NC(=O)C(OC(=O)CNC(=O)c1ccc(Br)cc1)c1ccccc1 (stereo not drawn)	5%	9%	10	43%[activator]	-22%	12*	0%
CC1(C)CC(=O)c2cn3ncnc3nc2C1	-5%	-5%	-9	87%[activator]	-6%	0	4%
O=C1CCCc2c1cc(C(=O)Nc1ccc(Br)cn1)c(=O)n2-c1ccccc1	4.1µM*	?	-3	39%[activator]	-24%	1	?
CN(CCc1ccccn1)Cc1ccc(Cl)c(Cl)c1	-29%	-6%	15	-19%	14%	7	0%
O=C(c1ccccc1)c1ccc(-n2ccnc2)c([N+](=O)[O-])c1	-12%	0%	7	5%	-12%	-4	1%
Cc1ccc(C)c(-n2cc(CN3CCNC(=O)CC3)c(-c3ccccc3)n2)c1	-6%	1%	29	60%[activator]	149%[activator]	-4	-2%
O=C(O)COc1c(F)c(F)c(C(F)(F)F)c(F)c1F	19%	14%	11	-2%	-8%	8	-1%
O=C(CNC1CCCCC1)NN=C(c1ccccc1)c1ccccc1	-29%	-3%	-5	-29%	43%	-7	0%
COC(=O)c1[nH]c2c(c1C)C(=O)CC(c1ccc(C)cc1)C2 (stereo not drawn)	?	5%	6	87%[activator]	/	4	0%
O=C(O)CCCC(=O)Nc1ccc(OCc2nc3ccccc3s2)cc1	93%[activator]	?	98*	14%	-25%	50*	-3%
CCOc1ccc(C2CC(=O)n3nc(C45CC6CC(CC(C6)C4)C5)nc3S2)cc1OC (stereo not drawn)	-4%	1%	-3	12µM*	2%	5	4%
CCCCn1c(N)c(N(CCOC)C(=O)c2ccc(Cl)c(S(=O)(=O)N3CCCC3)c2)c(=O)[nH]c1=O	?	7%	-4	?	0%	-2	2%
Cn1nc(-c2ccc(Cl)cc2)c2cc(C(=O)N3CCN(c4ccccn4)CC3)sc21	/	-2%	-4	-4%	-9%	-1	1%
COC(=O)/C=C/c1ccccc1S(=O)(=O)N(Cc1ccccc1)Cc1ccco1	?	-15%	25&16	?	-31%	13&-2	-27%
O=C(NC(=S)Nc1ccc(C(F)(F)F)cc1)c1csnn1	-16%	0%	-10	-38%[5.75 µM]	-49%	-2	5%
CC1CCN(C(NC(=O)c2ccco2)C(=O)c2ccccc2)CC1 (stereo not drawn)	42%[activator]	-5%	4	118%[activator]	-12%	-3	-2%
CCN1CCCC1CNC(=O)CSc1cc(=O)n(CC)c2ccccc12 (stereo not drawn)	-19%	7%	5	13%	-4%	-4	-1%
CCOc1ccc(S(=O)(=O)/N=C(/Nc2ccc(OC)cc2)c2ccccc2)cc1	?	-6%	8	84%[activator]	-25%	13	8%
O=C(Nc1ccc(Cl)cc1F)c1cccc2ccccc12	35%[activator]	-3%	34*	?	-23%	27*	0%
C=CCc1cccc(/C=N/n2cnnc2)c1O	44%[activator]	-8%	-4	?	6%	-3	4%
O=[N+]([O-])c1ccc2c(c1)N([O-])C1(CCCCC1)[N+]2=O	?	?	19	-29%	-30%	0	-28%
CC1CCN(Cc2nnnn2CCCC(=O)NCC(C)(C)N2CCOCC2)CC1	12%	0%	-5	?	-14%	-10	-14%
O=C1Oc2ccccc2C(=O)/C1=C\N1CCN(c2ccccc2)CC1	5%	4%	10	8%	-38%	26*	-4%
CCOC(=O)c1oc2cc(O)ccc2c(=O)c1-c1ccccc1OC	-7%	-1%	6	-2%	-25%	7	0%
O=C(Nn1cnnc1)c1cc(Br)ccc1Cl	-11%	9%	7	16%	-14%	-2	-4%
O=C(CSc1nc(-c2ccc(F)cc2)nc2c1Cc1ccccc1O2)Nc1cccc(C(=O)O)c1	467%&3%[activator]	-18%&-6%	10	?	-25%	-1	-2%
CC(=O)NNC(=O)c1[nH]c2ccc(Br)cc2c1-c1ccccc1	7%	-7%	-10	-1%	79%[activator]	-1	2%
Cc1noc(C)c1COc1ccc(C(=O)Nc2ccccn2)cc1	12%	-1%	89*	?	-21%	44*	6%
COc1ccc(C(=O)C2CCCN(Cc3ccc(NC(C)=O)cc3)C2)cc1OC (stereo not drawn)	-12%	3%	-1	13%	-5%	-2	-2%
COC(=O)C1=C(c2cccc(C#N)c2)C[C@@H]2CC[C@H]1N2C(=O)NCC1CC1	40%[activator]	3%	/	9%	-2%	/	/
CCc1ccc(NC(=S)NC2CC3CCCC(C2)N3Cc2ccccc2)cc1 (stereo not drawn)	6.6µM*	0%	11	?	1%	8	1%
Cc1ccc(CNS(=O)(=O)c2ccc3c(c2)CCN3C(=O)C2CCC2)cc1	18%	-5%	-2	13µM*	-29%	-1	0%

Following part
Compound	Pf growth 48h	TbPYK inhibitor	Shiga toxin inh	Pf growth 96h	AmpC inh no detg	Cycloheximide cs	LmPK inhibitor
COC(=O)C(CO)NC(=O)C1CCCN1C(=O)CNC(=O)OCc1ccccc1 (stereo not drawn)	-9%	-4%	5	0%	-5%	-9	4%
CCCOc1ccc(C(=O)O/N=C(\CC)c2ccc(C)cc2)cc1	5%	-8%	-19	36%[activator]	-22%	0	0%
CC(=O)COc1ccc2c3c(c(=O)oc2c1C)CCCCC3	109%[activator]	4%	64*	?	-14%	19*	-1%
CCCCC(NC(C)=O)c1nc2ccccc2n1CCCC (stereo not drawn)	?	-1%	-9	65%[activator]	1%	-1	-3%
CCOc1ccc(N2C(=O)NC(=O)/C(=C\c3ccccc3[N+](=O)[O-])C2=O)cc1	9%	?	15	20%	-30%	1	3%
CS(=O)(=O)N1CCN(c2ccc([N+](=O)[O-])c3cccnc23)CC1	14%	0%	-4	24%	2%	-2	4%
O=C(OCC(=O)N(CCc1ccccc1)Cc1ccccc1)c1ccccc1[N+](=O)[O-]	34%[activator]	6%	/	41%[activator]	7%	/	/
O=C(C1CCN(C2CCN(Cc3cccc4c3OCO4)CC2)CC1)N1CCOCC1	-10%	4%	13	?	-23%	-2	8%
CCOC(=O)C1(Cc2ccccc2C)CCCN(C(=O)c2sccc2C)C1 (stereo not drawn)	?	7%	20	?	67%[activator]	29*	-5%
COc1cc(-c2n[nH]c(=O)o2)cc(OC)c1OC	10%	-2%	22	32%	-17%	1	1%
COc1cc(CNc2ncc(-c3ccc(Br)cc3)n2C)cc(OC)c1O	?	3%	/	?	2%	1	2%
COCCn1ccc(O)c(Cc2ccc(Cl)cc2)c1=O	?	-9%	4	?	?	-3	0%
CC(=O)OC1C(OC(C)=O)N(C(C)=O)C(=O)N1C(C)=O (stereo not drawn)	-4%	10%	-8	9.3µM*	-7%	-1	-12%

The order is random. About 22% of those tested had a hit in this group.
